# TrxR1 substrate: qHTS Assay for Substrates of Mammalian Selenoprotein Thioredoxin Reductase 1 (TrxR1): qHTS. Thioredoxin reductase 1, cytoplasmic (Rattus norvegicus), O89049. purified TrxR1 substrate turnover, NADPH consumption readout. Potency, µM (highest dose often 114 µM), inactives show at the highest dose activity change, negative = substrate turnover. actives 0.01% (n = 390,000); note: potency is the fitted concentration of half-maximal effect; % is set by controls: 0 for no effect and ±100 for the full control effect; nearly all actives have a fitted effect of over 50% in size
# Target sequence (O89049 whole entry, looked up): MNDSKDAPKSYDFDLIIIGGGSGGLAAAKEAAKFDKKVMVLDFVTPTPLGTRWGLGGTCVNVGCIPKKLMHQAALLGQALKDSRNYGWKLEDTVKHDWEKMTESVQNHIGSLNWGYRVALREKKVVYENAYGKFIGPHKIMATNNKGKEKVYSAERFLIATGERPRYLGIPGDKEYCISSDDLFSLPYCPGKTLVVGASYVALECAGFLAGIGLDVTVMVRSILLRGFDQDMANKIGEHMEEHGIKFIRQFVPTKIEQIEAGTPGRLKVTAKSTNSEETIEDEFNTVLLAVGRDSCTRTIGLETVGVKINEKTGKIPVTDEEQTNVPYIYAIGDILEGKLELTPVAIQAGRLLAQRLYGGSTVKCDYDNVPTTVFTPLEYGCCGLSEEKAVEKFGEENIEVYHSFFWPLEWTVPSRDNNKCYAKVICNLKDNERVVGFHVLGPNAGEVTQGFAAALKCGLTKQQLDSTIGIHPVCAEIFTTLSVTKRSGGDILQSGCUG
#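 Rat TrxR1, dispensed at 90 nM, was prereduced with 400 uM NADPH (final) for 5 min at ~22 deg C, then incubated with compound 15 min before 400 uM selenite. A first-read NADPH fluorescence drop versus no-compound background flagged substrates.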
# TRHR PAM: qHTS for Small Molecule Agonists and Allosteric Enhancers of Human TRH Receptor: Primary Screen for Enhancers; actives 0.66% (n = 360,000); enhancement, % at 2 µM; TRHR cells, fluo-8 calcium fluorescence, EC20 TRH enhancement; Thyrotropin-releasing hormone receptor (Homo sapiens), P34981; in the data active = enhancement above about 30%; note: 0% is about no effect
#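 Enhancer read-out: after compound pinning and an initial kinetic agonist-mode read, an EC20 of TRH (10 nM final) was injected and fluo-8 calcium signal (Ex 480/Em 530) followed at 1 s/cycle for 100 cycles in TRHR-expressing cells.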
# D2 ag: HTS Assay for Allosteric Agonists of the Human D2 Dopamine Receptor: Primary Screen for Agonists. D(2) dopamine receptor (Homo sapiens), P14416. HEK293 T-REx D2 cells, calcium flux agonist mode. activation, % at 2 µM. actives 0.53% (n = 340,000). AID 485358, 2010;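 active = activation over 3 SD above normal in the single-dose calcium agonist read, cut at about 30% in these data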; note: 0% is about no effect
# Target sequence (P14416 whole entry, looked up): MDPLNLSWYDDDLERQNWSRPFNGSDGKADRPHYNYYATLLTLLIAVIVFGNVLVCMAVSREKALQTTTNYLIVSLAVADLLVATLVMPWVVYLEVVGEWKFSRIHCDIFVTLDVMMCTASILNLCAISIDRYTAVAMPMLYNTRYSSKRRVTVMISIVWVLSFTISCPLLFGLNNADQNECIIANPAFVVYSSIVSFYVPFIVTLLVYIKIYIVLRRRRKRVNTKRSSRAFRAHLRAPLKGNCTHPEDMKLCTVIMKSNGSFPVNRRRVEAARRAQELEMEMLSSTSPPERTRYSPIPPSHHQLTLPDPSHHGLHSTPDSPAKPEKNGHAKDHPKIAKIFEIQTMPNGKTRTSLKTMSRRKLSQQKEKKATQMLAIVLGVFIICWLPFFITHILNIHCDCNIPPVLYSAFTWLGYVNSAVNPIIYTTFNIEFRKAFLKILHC
#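 Agonism is scored from calcium flux in a force-coupled, inducible HEK293 cell line expressing D2, read kinetically for 180 s after compound addition against dopamine controls.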
# IDH1 R132H inh: qHTS for Inhibitors of mutant isocitrate dehydrogenase 1 (IDH1): qHTS; Isocitrate dehydrogenase [NADP] cytoplasmic (Homo sapiens), O75874; AID 602179, 2012; actives 0.093% (n = 390,000); IDH1-R132H enzyme, NADPH consumption, diaphorase/resazurin fluorescence; Potency, µM (doses to about 76.6 µM), without a hit: at the highest dose activity change, negative = inhibition, actives largely listed as inhibitors; note: potency is the fitted concentration of half-maximal effect; % is set by controls: 0 for no effect and ±100 for the full control effect; nearly all actives have a fitted effect of over 65% in size
#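 IDH1-R132H (0.5 ug/mL dispensed) in pH 7.5 Tris buffer was preincubated 30 min with compound, then given a substrate mix of 0.016 mM NADPH and 2 mM alpha-KG for 80 min at room temperature; remaining NADPH was read by diaphorase/resazurin fluorescence.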
# TrxR1 inh: qHTS Assay for Inhibitors of Mammalian Selenoprotein Thioredoxin Reductase 1 (TrxR1): qHTS; Thioredoxin reductase 1, cytoplasmic (Rattus norvegicus), O89049; recombinant rTrxR1, NADPH fluorescence consumption, selenite substrate; Potency, µM (top dose mostly 114 µM), for the others: at the highest dose activity change, negative = inhibition, most hits filed as inhibitors; actives 1% (n = 390,000); AID 588453, 2011; note: potency is the fitted concentration of half-maximal effect; % is set by controls: 0 for no effect and ±100 for the full control effect; nearly all actives have a fitted effect of over 65% in size
#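 Rat TrxR1 (90 nM in the dispensed reagent) was pre-reduced with 400 uM NADPH for 5 min at room temperature, then incubated with compound for 15 min. After 400 uM selenite was added, NADPH fluorescence (Ex 340/Em 450 nm) was followed for 8 min.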
# D2 antagonist: HTS Assay for Allosteric Antagonists of the Human D2 Dopamine Receptor: Primary Screen for Antagonists; D(2) dopamine receptor (Homo sapiens), P14416; HEK293 TREx D2 cells, calcium flux, dopamine EC80; inhibition, % at 10 µM; actives 2% (n = 340,000); in the data active = inhibition above about 30%; note: 0% is about no effect
#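 Tetracycline-induced HEK293 TREx cells expressing D2 receptor forced-coupled to calcium signalling, loaded with no-wash calcium dye. Compounds added and calcium flux read 180 s, then dopamine added at EC80 and read a further 180 s.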
# TRHR ag: qHTS for Small Molecule Agonists and Allosteric Enhancers of Human TRH Receptor: Primary Screen for Agonists; Thyrotropin-releasing hormone receptor (Homo sapiens), P34981; TRHR cells, calcium flux fluo-8, FDSS agonist mode; activation, % at 2 µM; actives 0.18% (n = 360,000); AID 493084, 2011; in the data active = activation above about 30%; note: 0% is about no effect
#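 Read-out: compound-evoked intracellular calcium rise in TRHR cells, fluo-8 dye, kinetic FDSS fluorescence at 1 s/cycle following a 10-cycle baseline. Cells cultured overnight before dye loading (30 min–1.5 h, RT).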
# PI4K2A inh: qHTS for small molecular inhibitors of PI4K2A; actives 0.13% (n = 420,000); purified PI4K2A, ADP-Glo luminescence, 1 h; active compounds read low; activity change, negative = inhibition, % at 76.9 µM; Phosphatidylinositol 4-kinase type 2-alpha (Homo sapiens), Q9BTU6; AID 1346378, 2018; in the data active = activity change below about -50%; inconclusive = mostly about -30% to -49%;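 note: -100% = wells without enzyme as full effect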
#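 PI4K2A activity was measured by ADP-Glo luminescence: enzyme (4 ug/mL stock) and phosphatidylinositol (1.2 mM stock) in Tris pH 7.5/MgCl2/EGTA/Triton X-100 buffer were reacted with ATP (300 microM stock) for one hour at ambient temperature.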
# USP1 inh: Inhibitors of USP1/UAF1: Primary Screen; AID 743255, 2014; Ubiquitin carboxyl-terminal hydrolase 1 (Homo sapiens), O94782; recombinant USP1/UAF1, Ub-Rhodamine cleavage fluorescence; Potency, µM (series often up to 57.1 µM), without a hit: at the highest dose activity change, negative = inhibition, actives largely listed as inhibitors; actives 0.23% (n = 390,000); note: potency is the fitted concentration of half-maximal effect; % is set by controls: 0 for no effect and ±100 for the full control effect; nearly all actives have a fitted effect of over 60% in size; inactives centre near -12
#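 1 nM enzyme complex + cpd, 15 min RT; start with Ub-Rho 150nM final; kinetic fluorescence ex 480/em 540, 6 reads q60 s. Buffer 50mM HEPES pH 7.8, 0.5mM EDTA, 0.1 mg/ml BSA, 1mM TCEP, 0.01% Tween-20.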
# * = called active by the depositor; u = inconclusive; x = no result given; [ ] = dose if it differs, or a comment. Unless noted, calls come from the whole dose curve; as a rule, active = well fitted inhibition curve with a large enough effect; inconclusive = small, poorly fitted or top-dose-only effect; inactive = no such curve, though single readings can be large or run the other way.
item	SMILES	TrxR1 substrate	TRHR PAM	D2 ag	IDH1 R132H inh	TrxR1 inh	D2 antagonist	TRHR ag	PI4K2A inh	USP1 inh
1	CCC(C)(C)NC(=O)C1CCN(S(=O)(=O)c2c(C)noc2/C=C/c2ccc(C)cc2)CC1	-4%[57.1 µM]	-4	1.2	-20%	21%[57.1 µM]	x	0.2	2	-17%
2	CCOC(=O)CC(NC(=O)c1cc2c(=O)n3cccc(C)c3nc2s1)c1ccc(OCC)c(OC)c1 (stereo unspecified)	6%	4	-0.7	14%	5%	x	-0.9	-5	-4%
3	O=C(Nc1ccccn1)NC1CCCCC1	-5%[57.1 µM]	-1	1.5	9%	13%[57.1 µM]	-11	0.2	0	-16%
4	O=C(CN1CCN(c2ncccn2)CC1)N(Cc1ccccc1)c1ccc(F)cc1	6%	2	-1.5	3%	9%	-1	0.0	-2	-18%
5	CC(C)CCc1noc(CN(C)CC2CCN(Cc3ccccc3)CC2)n1	11%[57.1 µM]	-1	0.5	7%	25%[57.1 µM]	0	-0.5	-4	-6%
6	Fc1ccc(-n2cc(-c3ccccc3)c3c(=S)nc[nH]c32)cc1	-7%	-19	-0.9	u	-28%	-16	0.0	8	-23%
7	COC(=O)c1ccccc1S(=O)(=O)N1CCC(C(=O)OCc2ccc([N+](=O)[O-])cc2)CC1	0%	-2	x	2%	12%	x	1.2	-2	-21%
8	COc1cc(/C=C/C(=O)OC(C)C(=O)Nc2ccc(Cl)cn2)ccc1OC(F)F (stereo unspecified)	10%	x	x	1%	4%[57.1 µM]	x	x	1	-15%
9	COc1cccc(NC(=O)Nc2nnc(N3CCCCC3C)s2)c1 (stereo unspecified)	-9%	3	0.7	-11%	-13%	1	1.2	2	0%
10	CCN1CCC(=NNC(=O)CC23CC4CC(CC(C4)C2)C3)CC1	6%	9	-0.2	5%	6%	-24	0.0	0	-15%
11	C=CCn1c(SCC(=O)N2CCN(c3ccc(F)cc3)CC2)nnc1-c1cccs1	2%[57.1 µM]	-6	0.2	13%	3%[57.1 µM]	-1	-0.5	-1	-10%
12	CCN(CC(=O)Nc1ccc(NC(C)=O)cc1)C(=O)CC1OC(=O)c2ccccc21 (stereo unspecified)	-4%	-1	0.2	-1%	4%	9	-0.5	1	1%
13	Cc1cc(=O)n2nc(N3CCCC(C(=O)NCCCN4CCc5ccccc5C4)C3)sc2n1 (stereo unspecified)	-1%	4	-1.5	1%	0%	12	-0.4	-5	-5%
14	CCOc1cc(C(=O)OCc2cc(=O)n3nc(CC)sc3n2)cc(OCC)c1OCC	2%[57.1 µM]	-8	0.2	6%	21%[57.1 µM]	x	-0.5	2	-9%
15	CCOC(=O)C1=CN(Cc2ccco2)S(=O)(=O)NC1CC (stereo unspecified)	1%	x	x	-9%	u	x	x	-3	-13%
16	O=[N+]([O-])c1ccccc1CN1CCN(Cc2ccc3ccccc3c2)CC1	3%	5	0.8	2%	25%	-8	0.0	2	-17%
17	O=c1nc2n(c3c4c(sc13)CCC4)CCC2	3%	3	-0.4	3%	9%	21	-0.1	-5	-16%
18	Cc1cc(C)nc(N2N=C(C(F)(F)F)CC2=O)n1	-2%	-4	0.3	-7%	24%	0	1.1	2	-12%
19	Cc1ccccc1NC(=O)c1ccc(Cl)c(NC(=O)c2ccncc2)c1	-8%	2	1.5	-3%	-3%	2	-0.1	3	-7%
20	Cc1c(Cc2ccccc2)sc(NC(=O)c2ccco2)c1C(N)=O	126%[activator]	-3	0.0	6%	26%	-29	0.2	10	-17%
21	CC(C)(CC(=O)O)CC(=O)Nc1ccc(Cl)c(Cl)c1	7%[2.29 µM]	2	-0.1	9%	16%[2.29 µM]	-21	0.5	0	u
22	COc1ccc(S(=O)(=O)NC2CCCCC2)cc1-n1cnnn1	-6%	-2	0.9	3%	8%[57.1 µM]	0	1.1	-5	-5%
23	CC(C)CNC(=S)N1CCC(C(=O)c2ccc3c(c2)OCCO3)CC1	-1%	-3	0.2	12%	8%	-6	0.2	2	-6%
24	Clc1ccc(-c2nnc3sc(-c4ccco4)nn23)c(Cl)c1	x	-6	1.3	x	x	1	-0.6	x	x
25	O=C(NNC1=NCCC1)c1cccc(S(=O)(=O)N2CCCC2)c1	-5%	-1	0.0	8%	0%	8	0.1	-2	-20%

# Some of the entries so far, screen by screen.
[13] Cc1cc(=O)n2nc(N3CCCC(C(=O)NCCCN4CCc5ccccc5C4)C3)sc2n1 (stereo unspecified)
[14] CCOc1cc(C(=O)OCc2cc(=O)n3nc(CC)sc3n2)cc(OCC)c1OCC
[15] CCOC(=O)C1=CN(Cc2ccco2)S(=O)(=O)NC1CC (stereo unspecified)
compound no.	13	14	15
TrxR1 substrate	-1%	2%[57.1 µM]	1%
TRHR PAM	4	-8	x
D2 ag	-1.5	0.2	x
IDH1 R132H inh	1%	6%	-9%
TrxR1 inh	0%	21%[57.1 µM]	u
D2 antagonist	12	x	x
TRHR ag	-0.4	-0.5	x
PI4K2A inh	-5	2	-3
USP1 inh	-5%	-9%	-13%

# Compound profiles, as listed above. Screens in order: TrxR1 substrate	TRHR PAM	D2 ag	IDH1 R132H inh	TrxR1 inh	D2 antagonist	TRHR ag	PI4K2A inh	USP1 inh
# Listed for Cc1cc(C)nc(N2N=C(C(F)(F)F)CC2=O)n1 = -2%	-4	0.3	-7%	24%	0	1.1	2	-12%
# Listed for CCOC(=O)C1=CN(Cc2ccco2)S(=O)(=O)NC1CC (stereo unspecified) = 1%	x	x	-9%	u	x	x	-3	-13%
# Listed for CC(C)(CC(=O)O)CC(=O)Nc1ccc(Cl)c(Cl)c1 = 7%[2.29 µM]	2	-0.1	9%	16%[2.29 µM]	-21	0.5	0	u
# Listed for O=C(Nc1ccccn1)NC1CCCCC1 = -5%[57.1 µM]	-1	1.5	9%	13%[57.1 µM]	-11	0.2	0	-16%
# Listed for Cc1ccccc1NC(=O)c1ccc(Cl)c(NC(=O)c2ccncc2)c1 = -8%	2	1.5	-3%	-3%	2	-0.1	3	-7%

# The results go on.
item	SMILES	TrxR1 substrate	TRHR PAM	D2 ag	IDH1 R132H inh	TrxR1 inh	D2 antagonist	TRHR ag	PI4K2A inh	USP1 inh
26	CC(=O)NC1=NN(C(C)=O)C(C)(c2ccccc2)S1 (stereo unspecified)	13%	-2	-1.1	3%	31%	13	0.3	-1	3%
27	O=C(Nc1ccccc1)c1ccc[n+](Cc2ccc([N+](=O)[O-])cc2)c1	-8%	-2	-0.9	-1%	-16%	8	1.6	0	-9%
28	COc1cccc(/C=N/NC(=O)c2nnn(-c3nonc3N)c2C(C)C)c1	-24%	-5	0.4	2%	-26%	-3	-1.0	-1	-12%
29	Cc1cc(C)cc(NC(=O)COc2coc(CN3CCN(c4ccccc4)CC3)cc2=O)c1	2%	-4	5.7	-3%	16%	8	-0.5	-1	-5%
30	CCOC(=O)/C=C1\CC(C(=O)OCC)Oc2ccccc21 (stereo unspecified)	-2%	x	x	-5%	6%	x	x	-5	-1%
31	COc1ccc(C(=O)Oc2ccc(C(=S)N3CCCC3)cc2)cc1OC	x	7	-0.6	x	x	2	0.2	x	x
32	CN1CCN(CCC(=O)N/N=C/c2cc([N+](=O)[O-])ccc2OC(F)F)CC1	-5%	-1	1.2	2%	5%	8	-0.8	1	-9%
33	O=S1(=O)N[C@@H](CC2=CCCCC2)C2CCCCC2O1 (stereo partly specified)	9%[57.1 µM]	-1	-2.3	11%	14%[57.1 µM]	-6	-0.6	-1	-14%
34	COc1ccc(CCN=C2SCC(=O)N2C)cc1OC	5%	5	0.2	-5%	9%	3	0.7	-2	-4%
35	COc1ccc(/C=N/NC(=O)C(O)(c2ccccc2)c2ccccc2)cc1OC	0%	-2	4.0	1%	11%	5	0.0	-5	-7%
36	FC(F)(F)c1ccc(Cl)c(NC(=S)N/N=C/c2ccccc2C(F)(F)F)c1	-7%	-1	0.4	8%	0%	20	-0.9	2	-1%
37	CC(=O)Nc1cccc(NC(=O)C(=O)NCC(c2ccco2)N2CCc3ccccc32)c1 (stereo unspecified)	0%[57.1 µM]	-10	-0.3	7%	5%[57.1 µM]	-8	-0.1	-1	-20%
38	COC(=O)c1sc(N2C(=O)C(O)=C(C(=O)c3ccc(C)o3)C2c2cccs2)nc1C (stereo unspecified)	-12%	-1	-1.4	-4%	u	18	1.7	3	-19%
39	CN1/C(=C\C(=O)CSc2ncn[nH]2)C(C)(C)c2ccccc21	-9%	-3	-0.3	-3%	-9%	-22	1.1	-5	-21%
40	Cc1ccccc1S(=O)(=O)Nc1nc2ccccc2nc1N1CCc2ccccc2C1	30%	-8	0.8	4%	28%	5	-0.5	0	-10%
41	CCOC(=O)COn1c(-n2nc(C)cc2C)nc2ccccc2c1=O	12%[57.1 µM]	-2	-3.9	6%	7%[57.1 µM]	33*	-1.6	4	u

# Screening results (PubChem)
